# Source: PubChem BioAssay (several laboratories)
# p97 inhibitor: inhibitors of human p97 ATPase, primary screen, biochemical. AID 1481, 2009. inhibition, % at 8 µM. recombinant p97 ATPase, Kinase-Glo ATP luminescence, 3 h. 220,000 compounds, 0.42% hits; in the data active means inhibition above about 15%;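 further: 0% = DMSO vehicle and 100% = wells lacking enzyme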
# NPY2 pot ag: NPY-Y2 potentiators or agonists, primary screen, cell-based; Neuropeptide Y receptor type 2 (Homo sapiens), P49146; cells expressing NPY-Y2, potentiator/agonist read-out; activation, % at 3.6 µM; 220,000 compounds, 0.45% hits; in the data active means activation above about 27%;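 further: cells stimulated with NPY near EC25 plus isoproterenol at EC100; 0% = vehicle plus submaximal agonist and 100% = vehicle plus saturating agonist; some results beyond the cut were filed as inactive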
# Target sequence (P49146 whole entry, looked up): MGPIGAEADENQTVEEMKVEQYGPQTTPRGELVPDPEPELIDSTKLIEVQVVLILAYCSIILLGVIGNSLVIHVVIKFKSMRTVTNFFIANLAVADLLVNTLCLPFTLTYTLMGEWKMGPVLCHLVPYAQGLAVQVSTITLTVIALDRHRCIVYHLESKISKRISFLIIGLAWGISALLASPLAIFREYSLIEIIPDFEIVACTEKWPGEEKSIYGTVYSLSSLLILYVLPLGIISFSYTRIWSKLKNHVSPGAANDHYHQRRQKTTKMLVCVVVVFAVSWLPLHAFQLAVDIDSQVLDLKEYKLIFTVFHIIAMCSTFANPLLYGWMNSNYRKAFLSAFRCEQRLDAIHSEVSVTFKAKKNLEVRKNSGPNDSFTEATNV
# NPY-Y1 antag: NPY-Y1 receptor antagonists, primary screen, cell-based; Neuropeptide Y receptor type 1 (Homo sapiens), P25929; HEK293-CNG Y1 cells, membrane potential fluorescence; NPY at EC95, then isoproterenol; inhibition, % at 3.6 µM; 200,000 compounds, 1% hits;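 active means inhibition above the campaign mean inhibition of all tested compounds plus 3 SD, cut at about 20% in these data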;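 further: 0% = DMSO wells given NPY plus isoproterenol and 100% = isoproterenol alone without NPY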
#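 Material: HEK293 cells with Y1 receptor plus CNG channel; times: compound incubation 1 h at room temperature, readout 45 min post-stimulation; signal: fluorescence, membrane potential probe; read-out basis: fluorescence ratio normalized to % inhibition between controls; benchmarks: full-block control isoproterenol-only wells, zero-block control NPY plus isoproterenol wells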
# Runt-CBFb FRET: inhibitors of RUNX1 Runt–CBFb binding, primary screen, biochemical, FRET, Cerulean-Runt, Venus-CBFb, uHTS; Runt-related transcription factor 1 (Homo sapiens) + Core-binding factor subunit beta …; Cerulean-Runt/Venus-CBFb FRET ratio 530/480, 1 h; inhibition, % at 20 µM; 220,000 compounds, 0.46% hits; AID 1496, 2009;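 active means inhibition over about 50% at 20 µM in the single-dose screen, limit read from the data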;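 further: 0% = DMSO wells and 100% = excess unlabeled CBFb competitor control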
#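 Doses: 20 µM compound in 1% DMSO | Material: Cerulean-labeled Runt domain protein | Amount: Each fluorescent fusion protein 100 nM | Schedule: Two 1 h room-temperature incubations shielded from light | Measured by: FRET fluorescence | Evaluation: Loss of energy transfer signal | Controls: Unlabeled CBFb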
# RBBP9 inhibitor: human RBBP9 inhibitors, primary screen, biochemical, fluorescence polarization, FP-Rh probe, HTS | Serine hydrolase RBBP9 (Homo sapiens), O75884 | inhibition, % at 7.94 µM | recombinant RBBP9 | 220,000 compounds, 0.2% hits;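 active means inhibition above the campaign mean of all tested compounds plus 3 SD, cut at about 14% in these data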;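 further: plate controls were DMSO wells with RBBP9 for no effect and wells lacking RBBP9 protein for full effect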
# Target sequence (O75884 whole entry, looked up): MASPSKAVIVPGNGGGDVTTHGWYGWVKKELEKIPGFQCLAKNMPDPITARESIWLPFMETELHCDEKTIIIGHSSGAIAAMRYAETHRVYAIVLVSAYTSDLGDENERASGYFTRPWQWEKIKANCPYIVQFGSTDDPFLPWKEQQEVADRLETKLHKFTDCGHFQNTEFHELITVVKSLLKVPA
#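 Test system – recombinant human RBBP9 · Input – RBBP9 2.5 µM in dispensing solution, pre-mixing · Medium – Tris buffer pH 8.0, NaCl, Pluronic · Schedule – preincubation 30 min plus labeling 45 min at 25 °C · Measured by – fluorescence polarization · Measure – % inhibition · Controls – DMSO and no-protein wells · Replicates – one well per compound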
# Hck Nef HTS: inhibitors of Nef-activated human Hck kinase, primary screen, biochemical, Z-Lyte FRET, 384-well, Hck-YEEI; Tyrosine-protein kinase HCK (Homo sapiens), P08631; Recombinant Hck-YEEI plus Nef, Z-Lyte FRET kinase assay; inhibition, % at 20 µM; 220,000 compounds, 0.68% hits;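 active means Hck-Nef kinase inhibition above about 50%, limit read from the data; inactive means inhibition below that limit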;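 further: 0% = DMSO with Hck plus Nef and 100% = Hck alone without Nef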
# MDM2 E3 inh: MDM2-luciferase reporter signal enhancers, primary screen, MDM2 E3 ligase inhibitor project, cell-based, luminescence, 1536-well | E3 ubiquitin-protein ligase Mdm2 (Homo sapiens), Q00987 | cell-based MDM2 ubiquitination luciferase reporter, 2 h; 0 = plate control, 100 = twice control, blank-subtracted | signal enhancement, % at 5 µM | 210,000 compounds, 0.11% hits;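 active means signal enhancement of 30% or more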;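 further: luminescence tracks abundance of the self-degrading MDM2-luciferase fusion protein; higher signal means inhibition of MDM2 E3 ligase activity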
# Target sequence (Q00987 whole entry, looked up, the tested form may be a part): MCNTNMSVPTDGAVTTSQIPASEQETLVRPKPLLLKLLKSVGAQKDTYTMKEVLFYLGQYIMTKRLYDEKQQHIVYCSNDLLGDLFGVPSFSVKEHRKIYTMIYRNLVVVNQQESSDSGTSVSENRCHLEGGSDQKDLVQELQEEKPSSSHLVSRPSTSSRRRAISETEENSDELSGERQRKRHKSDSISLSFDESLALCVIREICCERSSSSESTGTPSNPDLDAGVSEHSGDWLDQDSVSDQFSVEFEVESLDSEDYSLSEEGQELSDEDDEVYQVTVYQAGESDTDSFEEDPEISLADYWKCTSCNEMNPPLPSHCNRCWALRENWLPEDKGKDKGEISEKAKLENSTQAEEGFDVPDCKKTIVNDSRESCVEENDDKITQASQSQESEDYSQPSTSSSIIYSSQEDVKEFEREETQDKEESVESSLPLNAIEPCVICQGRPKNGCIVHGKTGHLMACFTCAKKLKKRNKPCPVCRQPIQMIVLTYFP
#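 Material: stable MDM2–luciferase fusion reporter cells / Quantity: 2000 cells/well / Dosing: single 5 µM compound dose, 0.2% final DMSO / Buffer or medium: DMEM / Schedule: 4 h cell settling then 2 h compound exposure, 37 °C / Detection: luminescence with SteadyLite reagent, 15 min at room temperature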
# Runt-SMMHC FRET: inhibitors of RUNX1 Runt–CBFb-SMMHC binding, primary screen, biochemical, FRET, Cerulean-Runt, Venus-CBFb-SMMHC, uHTS. Cerulean-Runt/Venus-CBFb-SMMHC FRET ratio 530/480, 1 h. 220,000 compounds, 0.74% hits. inhibition, % at 20 µM;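 active means mean inhibition across duplicate retests at 20 µM reaching about 50%, limit read from the data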;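 further: 0% = DMSO wells and 100% = wells with excess untagged CBFb-SMMHC; inhibitors lower the FRET ratio by blocking Runt binding to CBFb-SMMHC; some results filed as inactive read as strong as hits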
# NPY1 pot ag: NPY-Y1 receptor potentiators or agonists, primary screen, cell-based. NPY-Y1 expressing cells, potentiator/agonist activation. 220,000 compounds, 0.37% hits. Neuropeptide Y receptor type 1 (Homo sapiens), P25929. activation, % at 3.6 µM; in the data active means activation above about 33%, passing the limit was not always enough;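 further: cells stimulated with NPY at EC10 then isoproterenol at EC100; 0% = low agonist plus stimulus and 100% = saturating agonist plus stimulus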
# An asterisk follows results filed as active; · = not tested or not shown. Rows are unselected, and some 3.5% of all compounds hit somewhere here.
SMILES,p97 inhibitor,NPY2 pot ag,NPY-Y1 antag,Runt-CBFb FRET,RBBP9 inhibitor,Hck Nef HTS,MDM2 E3 inh,Runt-SMMHC FRET,NPY1 pot ag
CCOC(=O)c1ccc(Nc2ccc(-c3ccc(OC)c(OC)c3)nn2)cc1,0,-18,0,-6,1,7,-36,-6,12
CSc1nnc(NC(=O)C2CCCCC2)s1,6,-3,1,0,-4,-4,-13,0,7
CC1(C)Cc2c(C#N)c(N3CCOCC3)nc(-c3ccccc3)c2CO1,-2,-12,-3,0,0,4,-16,-5,-11
O=C1c2cccc3c([N+](=O)[O-])ccc(c23)C(=O)N1c1ccccn1,6,-17,18,-17,5,0,-1,-50,-31
CCN(CC)c1nc(SCCOC(=O)Nc2ccccc2)nc(N(CC)CC)n1,-6,-13,11,-2,-8,6,0,0,-7
Cc1c(NC(=S)NC(=O)c2sc3ccccc3c2Cl)cccc1C(=O)O,-3,-14,-5,6,-10,5,-12,2,-10
COc1ccccc1-c1ccc(NC2CCCC2)nn1,-2,2,2,0,4,2,4,0,4
O=S(=O)(NCc1cc(-c2ccccc2Cl)no1)c1ccccc1,0,21,1,0,3,-1,-13,7,13
N#C/C(=C\c1ccccc1)C(=O)NCCN1CCOCC1,5,-2,5,0,-9,2,2,-2,5
O=C(CSc1ccc(-c2ccco2)nn1)c1cccc([N+](=O)[O-])c1,6,-10,-2,6,-7,6,-14,-13,-4
CN(C)CCNc1cc(-c2ccncc2)nc2ccccc12,-6,-8,1,-2,-1,11,3,-1,1
COc1ccc(NC(=O)N2CCCc3cccc(C)c32)cc1,14,-7,·,0,-6,2,-18,-6,7
Cc1ccc(C(=O)Nc2ccc(Cl)cn2)cc1S(=O)(=O)N1CCOCC1,3,1,-2,1,6,2,-16,-5,-6
CCc1ccc(S(=O)(=O)NCc2csc(C)n2)s1,-5,-15,0,-4,-12,8,1,-4,-15
Cc1cc(C(=O)OCC(=O)N2CCc3ccccc32)c(C)o1,9,14,-3,-2,-3,-9,-12,2,12
O=C(CN1C(=O)NC(c2ccccc2)(c2ccccc2)C1=O)Nc1cccnc1Cl,-3,3,-3,0,-6,18,-2,-2,-5
COc1ccc(-c2nnc(SCC(=O)N3CCOCC3)o2)cc1OC,-1,3,5,1,-11,-5,-9,2,-19
COc1ccc(OC)c(/C=N/N=C2\SCC(=O)N2Cc2ccco2)c1,0,-8,10,2,-6,0,3,5,-51
CCOC(=O)C/C(C)=N/NC(=O)CNc1cccc(Cl)c1C,-4,-3,5,0,-12,-37,-3,3,-9
COC(=O)Cc1c[nH]c2ccc(OCC(O)CNC(C)C)cc12 (configuration not stated),-2,88*,-14,1,-8,1,-8,3,101*
Cc1ccc(SC(c2ccccc2)C(Cn2cncn2)C(=O)c2ccccc2)cc1 (configuration not stated),-6,-31,4,-2,-2,4,2,-4,-9
CCC(=O)c1ccc(N2CCN(S(=O)(=O)c3ccccc3)CC2)c(F)c1,-4,-4,4,-3,8,15,-11,2,-18
CN(C)S(=O)(=O)N1CCN(CC(O)COc2ccc3cc(Br)ccc3c2)CC1 (configuration not stated),-4,-4,4,-6,-4,5,-5,-2,-14
CCOC(=O)c1ccc(S(=O)(=O)N2CCN(CC3CC=CCC3)CC2)cc1 (configuration not stated),-2,-1,4,-2,-9,-1,-9,-4,1
Cc1ccc(N2CC(C(N)=O)CC2=O)cc1 (configuration not stated),2,-12,2,0,-7,0,-6,0,-5
Cc1nn(-c2ccccc2)c(C)c1C(=O)Nc1nnc(-c2ccco2)o1,-2,-20,-2,3,-5,0,-17,3,-34
CCOC(=O)N1CCN(C(=O)C2CCN(S(=O)(=O)N(CC)CC)CC2)CC1,-5,-1,6,-1,-6,0,-9,0,0
COc1ccc(-c2[nH]ncc2CN2CCN(c3ccc(F)cc3)CC2)cc1,5,9,·,1,-9,12,-6,2,8
O=S(=O)(c1ccc(Br)cc1)c1nc(-c2ccccc2)oc1NCc1cccnc1,-1,-11,-6,-3,3,-1,4,2,-13
Cc1cc(C)n(C(CC(=O)N2CCc3ccccc3C2)C(=O)O)n1 (configuration not stated),2,7,10,-2,-11,0,6,2,-5
O=C(CC1CCCCC1)NCc1cn2ccsc2n1,-2,2,-2,-2,-8,-2,-3,4,12
CCOC(=O)c1c(NC(=O)c2ccnn2C)sc(C)c1C,0,-15,5,0,-3,9,-10,4,-13
O=S(=O)(NCc1cn2ccccc2n1)c1cccs1,6,-7,·,0,-9,11,-7,-4,-3
COc1cccc(/C=N/Nc2ncnc3scc(-c4ccccc4)c23)c1O,1,-26,6,12,0,-16,-12,18,-32
CC(C)=CCC(C)(C)C1OCCN1C(=O)c1ccccc1 (configuration not stated),-8,-4,-4,0,-8,-1,-13,-2,-7
Cc1cc(C)c2nc(N3CCC(C(=O)NCCCN4CC(C)CC(C)C4)CC3)sc2c1 (configuration not stated),-4,-2,4,-1,-12,22,-35,-3,-4

# One compound at a time, from the list above. Screens in order: p97 inhibitor | NPY2 pot ag | NPY-Y1 antag | Runt-CBFb FRET | RBBP9 inhibitor | Hck Nef HTS | MDM2 E3 inh | Runt-SMMHC FRET | NPY1 pot ag
# Results for `COc1ccc(-c2[nH]ncc2CN2CCN(c3ccc(F)cc3)CC2)cc1` : 5 | 9 | · | 1 | -9 | 12 | -6 | 2 | 8
# Results for `COc1cccc(/C=N/Nc2ncnc3scc(-c4ccccc4)c23)c1O` : 1 | -26 | 6 | 12 | 0 | -16 | -12 | 18 | -32

# Additional structures follow:
SMILES,p97 inhibitor,NPY2 pot ag,NPY-Y1 antag,Runt-CBFb FRET,RBBP9 inhibitor,Hck Nef HTS,MDM2 E3 inh,Runt-SMMHC FRET,NPY1 pot ag
CCn1c(COc2ccccc2)nnc1SCC(=O)NC1CCCCC1,2,-8,5,-1,-11,0,-10,-1,-3
COC(=O)CNC(=O)c1c(-c2c(Cl)cccc2Cl)noc1C,5,16,-4,0,-12,-22,-9,1,11
C[C@H](N)c1nnc(SCc2ccc(Cl)cc2Cl)o1,4,11,-5,-4,6,2,-5,-6,10
CC(=O)N1C(=O)C2(C(C#N)=C(N)Oc3c2c(C)nn3-c2ccccc2)c2ccccc21 (configuration not stated),3,-1,-6,0,4,1,-14,0,3
Cc1ccc(S(=O)(=O)N(C)c2ccc(OCC(=O)Nc3nc4c(ccc5ccccc54)s3)cc2)cc1,1,2,-4,-3,-5,1,-8,5,-12
CC(=O)NC(Cc1cccc(C)c1)C(=O)NC1CCN(c2ncccc2[N+](=O)[O-])CC1 (configuration not stated),4,-8,-2,-1,-5,0,-11,-7,-15
CC(=O)C1=C(O)C(=O)N(C)C1c1ccccc1[N+](=O)[O-] (configuration not stated),-3,-9,·,4,-12,-73,-11,4,7
NC1=NC[C@H](Cc2ccc(O)cc2)N1CCCCC1CCCCC1,·,·,·,-1,·,29,20,3,·
CCOc1ccc2nc(NC(=O)COc3ccc(N(C)S(=O)(=O)c4ccc(C)cc4)cc3)sc2c1,4,-6,·,3,-2,15,·,-4,1
Cc1nc2ccc(N=NC3=C(O)CC(C)(C)CC3=O)cc2s1,3,2,0,-7,7,3,-12,-11,13
COc1cc(SSc2cc(OC)cc([N+](=O)[O-])c2N)c(N)c([N+](=O)[O-])c1,-6,-1,·,41,10,-43,-8,64*,-6
CCCn1nnnc1NC(=O)c1cccs1,3,2,2,-1,2,1,0,0,6
CCn1c(SCC(=O)Nc2ccc(S(=O)(=O)Nc3onc(C)c3C)cc2)nnc1-c1ccccc1,2,2,1,0,-4,1,-5,-2,1
CCOc1ccc(-c2csc(C3COc4ccccc4O3)n2)cc1 (configuration not stated),0,4,-2,·,-9,-1,·,·,-1
Cc1cc(C)nc(SCC2COc3ccccc3O2)n1 (configuration not stated),5,3,-1,-1,-1,0,·,-1,-18
Cc1ccc(-n2cc(CNCC3CC(=O)N(C4CC4)C3)c(-c3cccc(C)c3)n2)cc1 (configuration not stated),-1,-29,22*,0,1,1,-16,-9,-40
O=C(NNC1=NCCCCC1)Nc1cccc(Cl)c1,-1,-4,-6,-2,-5,-32,-91,0,-8
Cc1nnnn1CC(=O)Nc1ccccc1[N+](=O)[O-],2,2,0,-2,-6,3,7,5,12
CC(C)(C)NC(=O)NC(=O)COC(=O)c1nc(-c2ccccc2)n(-c2cccc(C(F)(F)F)c2)n1,1,2,6,-13,-3,5,0,-11,-14
C=CCn1c(SCC(=O)Nc2ncc(Cc3cc(Cl)ccc3Cl)s2)nnc1-c1ccncc1,-4,-12,13,1,-3,-1,-3,5,-13
S=c1[nH]nc(-c2ccco2)n1/N=C/C(Cl)=C/c1ccccc1,2,-19,·,7,0,-5,-3,11,-7
Cc1cccc(NC(=O)CSc2nnc(CSc3nc(C)cc(C)n3)o2)c1,-2,13,-1,-1,-6,1,-6,-5,1
COc1ccccc1NC(=O)COC(=O)C12CC3CC(CC(Cl)(C3)C1)C2,1,-2,3,-1,-1,2,-23,-1,1
Cc1cc(C)c(C#N)c(SCS(=O)Cc2ccccc2)n1 (configuration not stated),-2,-5,10,-2,-9,-1,6,2,-13
CCCCNc1nc2ccccc2nc1NS(=O)(=O)c1cccs1,3,-5,6,-1,2,-1,-8,3,2
CCc1c(C(=O)c2ccc(Cl)cc2)oc2c(C)c3oc(=O)cc(C)c3cc12,3,-2,-1,-2,-2,2,-18,-12,-2
COc1ccc(CN(Cc2nc3ccccc3c(=O)[nH]2)C(=O)C(C)(C)C)cc1,-8,8,0,-3,-11,-1,-13,0,2
COc1ccc(CCNC(=O)CSc2n[nH]c(C)c2[N+](=O)[O-])cc1OC,1,20,0,0,-4,4,-7,-3,13
Cn1c(N)c(C(=O)COC(=O)c2ccccc2NCc2ccco2)c(=O)n(C)c1=O,-4,0,10,9,-5,13,-24,4,15
